Screening results as filed in PubChem BioAssay.
Pf apPOL block: Pf-apPOL inhibitors, biochemical, fluorescence; 0.25% of 210,000 active; inhibition, % at 10 µM; Recombinant Pf-apPOL, molecular beacon fluorescence, 1.5 h
mHTT-CaM PPI inh: mutant huntingtin-calmodulin interaction inhibitors – biochemical, AlphaScreen, primary screen; AlphaScreen His-mHTT/GST-CaM binding, luminescence; AID 1671202, 2021; inhibition, % at 15 µM; 3.6% of 190,000 active;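 further: 0% = both proteins with DMSO and 100% = one protein alone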
* hit, by the source's call; i = inactive; . = no result given; & = joins results of further samples. No stated cut-off is given here; in the data, active means inhibition above about 50%; inactive means the rest.

The opening 21 records as a preview:
SMILES	Pf apPOL block	mHTT-CaM PPI inh
O=C(Nc1cc(Cl)ccc1Cl)c1cc(S(=O)(=O)NCCc2ccccc2)ccc1F	1.3	0.0
O=C(O)c1nnn(-c2ccccc2F)c1-c1ccccn1	2.9	3.9
O=C1CCCN1Cc1ncnn1-c1ccccc1	0.0	1.8
COc1ccc(NC(=O)COc2ccccc2)c2ccccc12	73.5*	-24.0
COc1cc2sc(C(=O)NCC(F)(F)C(F)(F)F)c(Cl)c2cc1OC	-1.4	-16.4
COc1ccc(CCNC(=O)C2CCN(c3nccc(C)n3)CC2)cc1OC	6.8	-3.1
Cc1c(Cl)cccc1NC(=O)Cn1cc2c(n1)CCCC2	-1.1	-2.6
COc1ccc(C(=O)Nc2ccc(-n3nncc3-c3ccccc3)cc2)c(OC)c1	-4.2	31.0
CCN1CCN(C(=O)c2cnn(-c3ccc(C)cc3)c2C(F)(F)F)CC1	-6.3	0.3
OCCNCC(O)Cn1c2ccccc2c2ccccc21 (centres undefined)	-4.5	1.9
CCn1cc(CNC(=O)c2sc3cc([N+](=O)[O-])ccc3c2Cl)cn1	1.9	8.1
COc1ccc(C(=O)Nc2c3c(nn2-c2cccc(C)c2)CSC3)cc1OC	-4.1	45.0
CC(=O)N(CN1C(=O)c2cccc([N+](=O)[O-])c2C1=O)c1ccc2c(c1)oc1ccccc12	6.9	27.0
CC1(C)CC(=O)C2=C(C1)NC1=C(C(=O)c3ccccc31)C2c1cccs1 (centres undefined)	0.5	47.0
Cc1cc(OCc2nc(C(=O)N3CCOCC3)cs2)ccc1Cl	1.9	-2.6
COc1ccccc1NC(=O)C1=C(C)Nc2nc3ccccc3n2C1c1cccc([N+](=O)[O-])c1 (centres undefined)	-9.6	1.0
NC(N)=Nc1nc(-c2ccccc2)c2cc(Cl)ccc2n1	1.0	100.2*
CCOc1ccc(N2CC(c3nnc(NC(=O)C4CCCCC4)o3)CC2=O)cc1 (centres undefined)	-2.9	-3.5
Cc1nn(C)c(C)c1/C=C1\CCC/C(=C\c2c(C)nn(C)c2C)C1=O	-1.8	0.0
CC(Sc1nnc(-c2cccnc2)o1)C(=O)c1ccccc1 (centres undefined)	-6.7	-1.7
CCOC(=O)N1CCN(C(=O)Cn2cnc3c(nnn3C)c2=O)CC1	-3.0	-8.0

The listing, repeating the preview:
SMILES	Pf apPOL block	mHTT-CaM PPI inh
O=C(Nc1cc(Cl)ccc1Cl)c1cc(S(=O)(=O)NCCc2ccccc2)ccc1F	1.3	0.0
O=C(O)c1nnn(-c2ccccc2F)c1-c1ccccn1	2.9	3.9
O=C1CCCN1Cc1ncnn1-c1ccccc1	0.0	1.8
COc1ccc(NC(=O)COc2ccccc2)c2ccccc12	73.5*	-24.0
COc1cc2sc(C(=O)NCC(F)(F)C(F)(F)F)c(Cl)c2cc1OC	-1.4	-16.4
COc1ccc(CCNC(=O)C2CCN(c3nccc(C)n3)CC2)cc1OC	6.8	-3.1
Cc1c(Cl)cccc1NC(=O)Cn1cc2c(n1)CCCC2	-1.1	-2.6
COc1ccc(C(=O)Nc2ccc(-n3nncc3-c3ccccc3)cc2)c(OC)c1	-4.2	31.0
CCN1CCN(C(=O)c2cnn(-c3ccc(C)cc3)c2C(F)(F)F)CC1	-6.3	0.3
OCCNCC(O)Cn1c2ccccc2c2ccccc21 (centres undefined)	-4.5	1.9
CCn1cc(CNC(=O)c2sc3cc([N+](=O)[O-])ccc3c2Cl)cn1	1.9	8.1
COc1ccc(C(=O)Nc2c3c(nn2-c2cccc(C)c2)CSC3)cc1OC	-4.1	45.0
CC(=O)N(CN1C(=O)c2cccc([N+](=O)[O-])c2C1=O)c1ccc2c(c1)oc1ccccc12	6.9	27.0
CC1(C)CC(=O)C2=C(C1)NC1=C(C(=O)c3ccccc31)C2c1cccs1 (centres undefined)	0.5	47.0
Cc1cc(OCc2nc(C(=O)N3CCOCC3)cs2)ccc1Cl	1.9	-2.6
COc1ccccc1NC(=O)C1=C(C)Nc2nc3ccccc3n2C1c1cccc([N+](=O)[O-])c1 (centres undefined)	-9.6	1.0
NC(N)=Nc1nc(-c2ccccc2)c2cc(Cl)ccc2n1	1.0	100.2*
CCOc1ccc(N2CC(c3nnc(NC(=O)C4CCCCC4)o3)CC2=O)cc1 (centres undefined)	-2.9	-3.5
Cc1nn(C)c(C)c1/C=C1\CCC/C(=C\c2c(C)nn(C)c2C)C1=O	-1.8	0.0
CC(Sc1nnc(-c2cccnc2)o1)C(=O)c1ccccc1 (centres undefined)	-6.7	-1.7
CCOC(=O)N1CCN(C(=O)Cn2cnc3c(nnn3C)c2=O)CC1	-3.0	-8.0
COc1ccccc1C1(CNC(=O)C(=O)NCCC2=CCCCC2)CCOCC1	0.9&-2.9	2.6&-19.6
Cc1cc(C(=O)NNC(=O)c2ccco2)nn1C(C)(C)C	-4.9	.
O=c1[nH]c(/C=C/c2cccc(Br)c2)c([N+](=O)[O-])c(=O)[nH]1	-2.3	15.9
CC(C)[C@H]1COCCS(=O)(=O)N1Cc1ccccc1-c1cccc2c1oc1ccccc12	0.7	53.1*
O=C(NCc1ccccn1)c1cc2n(n1)CCCN(Cc1ccccc1)C2=O	-1.7	-2.5
Cc1cccc(NC(=O)CCNS(=O)(=O)c2ccc(Br)s2)c1C	-4.8	2.0
O=C(NCc1ccccc1)/C(=C\c1ccc2c(c1)OCO2)NC(=O)c1ccccc1Cl	-2.3	5.0
CCc1cc2c(=O)c(Oc3ccc(F)cc3)coc2c(CN(C)C)c1O	11.6	-3.5
O=[N+]([O-])c1ccc(N=Cc2ccc(Br)c([N+](=O)[O-])c2)c(O)c1	-0.5	19.0
COc1cccc(-c2nc(C=Nc3ccc(Br)cc3Br)c(O)o2)c1	-12.6	-4.0
O=C(c1ccc(F)c(Cl)c1)N1CCN(c2nnc3ccccn23)CC1	0.5	-2.2
O=C1CC(=O)NC(SCc2c(Cl)cccc2[N+](=O)[O-])=N1	-10.3	0.8
CCOc1ccc(NC(=O)C2CC(=O)N(c3ccc4c(c3)CCN4C(C)=O)C2)cc1 (centres undefined)	-2.1	1.6
CCC[C@H]1[C@@H](OC(=O)NCc2cccc(C(F)(F)F)c2)CC[C@@]23CCCN2C(=O)CCC[C@@H]13	-2.3	2.3
CCOc1ccc(-n2nc(C(=O)NCc3ccc(F)cc3)c3ccccc3c2=O)cc1	-2.5	5.0
O=C(Nc1cccnc1)c1cc(I)ccc1Cl	-4.2	-4.0
O=C1CN(C(=O)C2(S(=O)(=O)c3ccc(Cl)cc3)CC2)CC(=O)N1CCc1ccccc1	-2.3	0.0
CCn1cnc2sc(C(=O)Nc3c(F)cccc3F)c(C)c2c1=O	-12.0	-2.0
CCN(CC)C(=O)CC[C@H]1CC[C@]2(CCCN(CC3CC3)C2)O1	2.1	-0.1
Cc1cccc(C2NC(=O)c3c(sc4c3CCN(C)C4)N2)c1O (centres undefined)	3.8	3.0
COc1ccc(C(CNC(=O)C(=O)Nc2cccc(SC)c2)N2CCOCC2)cc1 (centres undefined)	-5.7	-10.6
CC(C)(C)NC(=O)c1ccc(-c2ccccc2)cc1	-4.3	-17.1
CCOc1ccc(-c2nc3s/c(=C\c4ccccc4OCC)c(=O)n3n2)cc1	-1.1	1.0
CCOc1ccc(N=C2SC(C(=O)Nc3cccc(Cl)c3)CC(=O)N2C)cc1 (centres undefined)	0.6	17.0
CC(=O)NCc1ccc(-n2cnc(C)c2)cc1	3.0	8.4
COc1ccc(CCNC(=O)C(=O)Nc2ccc([N+](=O)[O-])cc2C)cc1OC	0.8	-5.0
CCCN(CCC)CCNC(=O)C1c2ccccc2C(=O)N(CCOC)C1c1ccc(F)cc1 (centres undefined)	3.4	-1.0
O=C(CCc1ccc2[nH]ccc2c1)NCc1cc(F)ccc1F	-1.5	9.4
Cc1cc(C)[nH]c(=S)n1	1.9	3.2

(next part)
SMILES	Pf apPOL block	mHTT-CaM PPI inh
O=c1[nH]cnc2c1nnn2Cc1ccc(Cl)cc1	-18.4	.
COCCN1C(=O)c2ccccc2C(C(=O)Nc2ccc(F)c(Cl)c2)C1c1ccc(F)cc1 (centres undefined)	2.6	-4.0
CCCCCC(=O)N1C[C@@H](n2cc(-c3ccc(F)cc3)nn2)[C@H](O)C[C@@H]1c1ccc(OC)cc1	0.1	-3.7
CCN1C(=O)COc2ccc(-c3noc(-c4ccc(C(F)(F)F)cc4)n3)cc21	-1.0	-4.1
CC1CCC2(CC1)NC(=O)N(CC(=O)NCc1ccc(F)cc1)C2=O (centres undefined)	-3.2	1.8
Cc1ccc(N(CC(=O)Nc2ccc(C(N)=O)cc2)S(C)(=O)=O)cc1Cl	-27.7	7.9
COc1ccccc1CN1C(=O)c2ccccc2C1C(=O)NCc1cccnc1 (centres undefined)	-0.6	-12.0
CC1C(=O)C(C)C(c2ccccc2O)NC1c1ccccc1O (centres undefined)	-1.6	6.0
COc1ccc(NC(=O)N2CC3CC(NS(=O)(=O)c4cccs4)C2C3)cc1F (centres undefined)	-6.8	5.8
CC(C)(C)NC(=S)NN=Cc1ccccc1O	-3.5	.
COc1cc([N+](=O)[O-])ccc1NC(=O)COc1ccc(Cl)c(C)c1	5.4	-4.2
Cc1cccn2c(=O)c3cc(C#N)c(=N)n(CCN4CCOCC4)c3nc12	-2.0	0.0
CCc1noc(C2CCCCN2Cc2nc(-c3cccnc3)no2)n1 (centres undefined)	-9.3	-1.6
Cc1ccc(C2CC(C(F)(F)F)n3ncc(C(=O)N4CCCCC4)c3N2)cc1 (centres undefined)	-2.1	17.0
CCOc1cc(C)c(S(=O)(=O)NCc2ccccn2)cc1C(C)C	-7.4	-8.7
Cc1ccc(C2Nc3ccccc3NC3=C2C(=O)CC(c2ccccc2Cl)C3)o1 (centres undefined)	-18.9	12.0
Cn1cc(Cl)c(C(=O)N/N=C/C2CC=CCC2)n1 (centres undefined)	.	i
COc1cccc2c1c(NC(=O)c1nccnc1C(=O)O)nn2C	6.4	.
O=C(Nc1ccc(F)cc1)C1CC(=O)N(Cc2ccccc2F)C1 (centres undefined)	-1.1	-3.5
Cc1cccc(N(CC(=O)Nc2ccccc2C(F)(F)F)S(C)(=O)=O)c1C	-1.5	-4.0
Cn1c(CCNC(=O)c2ccoc2)nc2cccnc21	-4.6	0.2
Cc1ccc(CN2C(=O)CCc3c(C)nc(-c4ccncc4)nc32)o1	9.3	71.4*
Cc1ccc(CC(=O)N2CCC3(C2)C(=O)N(C)c2ccccc23)cc1 (centres undefined)	-2.5	6.2
COCc1cc(C)nc2sc(C(=O)c3cccc([N+](=O)[O-])c3)c(N)c12	1.8	0.6
COc1ccccc1C/C(N)=N/OC(=O)COc1ccc(Br)c(C)c1	-3.0	i
O=c1oc2ccc(Br)cc2cc1-c1csc(-c2cc3ccccc3oc2=O)n1	4.5	2.0
Cc1noc(C2CN(C(=O)Cc3c(C)noc3C)CCC2N(C)C)n1 (centres undefined)	-7.5	-5.0
CC(=O)N1CCCN(C(=O)C(C)C)CC1	1.4	-2.9
Cc1ccc(C(=O)O)cc1NC(=O)c1cccc([N+](=O)[O-])c1	-2.6	-3.1
COc1cc(NC(=O)c2ccco2)c(OC)cc1Cl	-12.1	-1.4
Cc1ccc(-n2nc3c(c2NC(=O)c2cccc([N+](=O)[O-])c2C)CSC3)c(C)c1	-5.5	-4.0
COc1ccc(C2/C=C\CN(C(=O)c3ccccc3)[C@@H](Cc3ccccc3)C(=O)N2Cc2ccc(F)cc2)cc1 (some centres undefined)	-3.4	87.3*
COC(=O)c1ccc(C)cc1NC(=O)N1CCc2cn(C)c3cccc(c23)C1	-2.5	-1.8
CCn1nc(C(=O)N2CCCC2)cc1-c1ccc(OC)cc1	-5.0	-1.4
O=C(NCCCn1ncccc1=O)c1ccc2c(c1)OCO2	-4.1	-20.4
Cc1ccc([C@H]2C[C@@H](n3cc(COC(=O)c4ccccc4)nn3)[C@H](O)CN2CC2CCCCC2)cc1	0.0	-5.1
COc1ccccc1OCC#CCNC(=O)C1CC=CCC1 (centres undefined)	-2.6	-0.8
O=C(NCc1ccc(Cl)cc1)c1ccc(-c2cncnc2)nc1	3.8	-6.7
CCCC(=O)Nc1cccc(NC(=O)c2ccc(OCC)cc2)c1	-0.2	3.1
CCCc1cc(C2CCCN2C(=O)Nc2ccccc2C)no1 (centres undefined)	1.4	6.1
CC(NC(=O)C1CCN(c2cnc3nccnc3c2)CC1)c1ccc(F)cc1 (centres undefined)	-2.6	6.9
COc1ccc(C2CCCN2C(=O)Nc2cc(C)ccc2C)cc1 (centres undefined)	-0.6	-5.5
COc1ccc(-n2c(SCC#N)nc3ccccc3c2=O)cc1	-0.3	4.1
COc1ccc(C2SCCN2S(=O)(=O)c2ccc(F)cc2)cc1[N+](=O)[O-] (centres undefined)	4.8	14.0
Cc1c(N=Cc2ccc(-c3ccc([N+](=O)[O-])cc3)o2)c(=O)n(-c2ccccc2)n1C	-1.8	14.0
